D1 ag: activates the human D1 dopamine receptor; P21728; AID 504660; hit rate 1% among 360,000; HEK293 T-REx D1 cells, calcium flux, agonist mode; activation, % at 2 µM; in the data active = activation above about 30%; note: 0% is about no effect
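Inducible HEK293 T-REx D1 cells, force-coupled to calcium signalling, were plated at 4000 cells/well with tetracycline and held overnight at 30 C. After no-wash calcium dye loading, compound-evoked calcium rise over 180 s flagged agonists.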
D1 antagonist: antagonists of human D1 dopamine receptor; P21728; HEK293 TREx D1 cells, calcium flux, dopamine EC80; stronger effect = lower value; activity change, negative = inhibition, % at 10 µM; hit rate 3.2% among 360,000; in the data active = activity change below about -30%; note: % is set by controls: 0 for no effect and ±100 for the full control effect
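Calcium flux readout: force-coupled, inducible Hek293 Trex D1 line, cells induced overnight at 30 C with tetracycline, dye-loaded 30–90 min at RT. Antagonism scored against EC80 dopamine challenge given 180 s after compound.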
Vif-APOBEC3G blk: inhibitors of Vif-APOBEC3G interaction | HeLa A3G-eYFP + Vif (tagged APOBEC3G with the HIV-1 protein that degrades it), YFP fluorescence, overnight | Potency, µM (series often up to 46.1 µM), for the others: at the top dose activity, negative = active, hits mostly inhibitors | hit rate 0.076% among 410,000 | AID 602310;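 note: potency is the fitted concentration of half-maximal effect; % is set by controls: 0 for no effect and ±100 for the full control effect; nearly all actives have a fitted effect of over 60% in size; hits raise eYFP signal because A3G escapes Vif-driven loss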
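Read-out is eYFP fluorescence (Ex 488/Em 500-530) from Vif-expressing HeLa A3G-eYFP cells; more signal means A3G escaped Vif-mediated degradation. Cells plated overnight, compound pinned in, incubated overnight at 37 deg C.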
LDHA block: blocks human lactate dehydrogenase A | P00338 | purified LDHA, NADH/diaphorase-resazurin fluorescence; stronger effect = lower value | activity change, % (values are at about 110 or 230 µM) | hit rate 0.15% among 480,000; in the data active = activity change below about -30%; inconclusive = mostly about -25% to -30%;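 note: plate controls were DMSO wells for no effect and wells without enzyme for full effect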
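Remaining NADH was detected by diaphorase (0.133 mg/mL) converting 37 µM resazurin to fluorescent resorufin, read at 0 and 20 minutes. The preceding 5-minute room-temperature reaction used 2 nM LDHA, 0.2 mM sodium pyruvate and 0.06 mM NADH at pH 7.4.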
GRP78 ERSR act: induces the endoplasmic reticulum stress response in human glioma cells | U87-MG GRP78 promoter luciferase reporter, 16 h | hit rate 0.02% among 420,000 | AID 602332 | Potency, µM, without a hit: top-dose activation, hits mostly activators; note: potency is the fitted concentration of half-maximal effect; series mostly up to about 76 µM; % of control where 0% means no effect; nearly all actives have a fitted effect of over 35% in size
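Stably transfected U87-MG glioma cells carrying a GRP78-based luciferase sensor; 16 h compound incubation. Luminescence end-point read 10 min after Bright-Glo addition at room temperature.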
Vif-A3F inh: Vif-A3F binding inhibition | Potency, µM (highest dose often 46.1 µM), for inactives: at the highest dose activity, negative = active | AID 602313 | HeLa A3F-eYFP + Vif (tagged APOBEC3F with the HIV-1 protein that degrades it), YFP fluorescence increase | hit rate 0.2% among 390,000; note: potency is the fitted concentration of half-maximal effect; % of control where 0% means no effect; nearly all actives have a fitted effect of over 65% in size
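Fluorescence increase (Ex 488/Em 500-530) after overnight compound treatment at 37 deg C flags inhibition of Vif-driven A3F-eYFP loss in stable HeLa A3F-eYFP/Vif cells seeded overnight beforehand.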
D2 potentiator: D2 dopamine receptor (human) potentiation | P14416 | potentiation, % at 10 µM | HEK293 T-REx D2, calcium flux, EC20 dopamine potentiation | hit rate 0.34% among 340,000;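 active = potentiation over 3 SD above the plate norm, cut at about 30% in these data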; note: 0% is about no effect
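Cells plated with tetracycline inducer and held overnight at 30 C; calcium dye loaded 30–90 min at room temperature; baseline taken, compound added and read 180 s; EC20 dopamine then added and read 180 s.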
RXFP1 ag: activates the human relaxin receptor RXFP1; Q9HBX9; HEK293T-RXFP1 cAMP TR-FRET, 30 min; response scale: percent of porcine relaxin response, buffer zero; Potency, µM (top dose mostly 57.5 µM), inactives show at the top dose activation, most hits filed as activators; hit rate 0.3% among 370,000; note: potency is the fitted concentration of half-maximal effect; % is set by controls: 0 for no effect and ±100 for the full control effect; nearly all actives have a fitted effect of over 60% in size; many of its hits are not listed in these tables
Target sequence (Q9HBX9 whole entry, looked up): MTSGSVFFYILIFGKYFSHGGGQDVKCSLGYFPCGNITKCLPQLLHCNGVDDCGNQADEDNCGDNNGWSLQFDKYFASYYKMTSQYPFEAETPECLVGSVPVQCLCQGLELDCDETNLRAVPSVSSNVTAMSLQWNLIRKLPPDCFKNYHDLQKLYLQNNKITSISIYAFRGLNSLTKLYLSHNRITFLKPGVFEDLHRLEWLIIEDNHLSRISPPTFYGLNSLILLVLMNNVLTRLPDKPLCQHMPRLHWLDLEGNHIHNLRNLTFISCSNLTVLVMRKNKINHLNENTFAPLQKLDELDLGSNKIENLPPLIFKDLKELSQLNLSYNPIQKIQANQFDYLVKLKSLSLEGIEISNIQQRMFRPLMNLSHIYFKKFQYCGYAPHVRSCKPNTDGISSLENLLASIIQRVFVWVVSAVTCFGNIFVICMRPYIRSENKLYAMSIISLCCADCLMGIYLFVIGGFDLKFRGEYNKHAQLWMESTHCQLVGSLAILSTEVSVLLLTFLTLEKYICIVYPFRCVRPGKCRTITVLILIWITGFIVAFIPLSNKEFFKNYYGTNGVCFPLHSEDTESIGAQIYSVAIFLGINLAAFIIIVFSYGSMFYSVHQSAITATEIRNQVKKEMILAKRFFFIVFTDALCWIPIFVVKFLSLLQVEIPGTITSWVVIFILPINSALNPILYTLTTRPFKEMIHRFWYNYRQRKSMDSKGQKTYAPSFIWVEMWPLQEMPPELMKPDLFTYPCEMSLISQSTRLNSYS
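cAMP rise read by TR-FRET after 30 min, 37C compound exposure (up to 58 uM) in RXFP1-transfected HEK293 cells with Ro 20174 present. EC50 from Hill-equation fits, with 29 nM porcine relaxin as 100% and buffer as basal.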
D1 PAM: potentiators of human D1 dopamine receptor. P21728. AID 504651. hit rate 0.036% among 360,000. HEK293 TREx D1 cells, calcium flux, dopamine EC20 potentiation. potentiation, % at 10 µM; in the data active = potentiation above about 30%; note: 0% is about no effect
* = called active by the depositor; u = inconclusive; x = not tested or not shown; & = joins results of further samples. Unless noted, calls come from the whole dose curve; as a rule, active = well fitted curve in the direction sought with a large enough effect; inconclusive = small, poorly fitted or top-dose-only effect, or another doubt; inactive = no such curve, though single readings can be large; an effect the other way counts as inactive or inconclusive.

SMILES	D1 ag	D1 antagonist	Vif-APOBEC3G blk	LDHA block	GRP78 ERSR act	Vif-A3F inh	D2 potentiator	RXFP1 ag	D1 PAM
C=CCN(C(=O)c1csnn1)C(C(=O)NC1CCCC1)c1ccc(OC)cc1 (stereo not given)	3	-18	-3%	-7	0%	-6%	-4	-1.7%	4
S=C(Nc1ccccc1)c1nc2ccccc2s1	4	4	-1%	-9	2%	u	-11	2.3%	-8
CCOC(=O)c1sc(NC(=O)CSc2ccccn2)c(C#N)c1C	1	5	3%	1	0%	1%	x	1.1%	-5
CCn1c(SCC(=O)N=Nc2c(O)[nH]c3ccccc23)nc2ccccc21	0	0	-12%	-5	1%	1%	21	-0.4%	6
C=CCn1c(SCc2cc(C(C)=O)ccc2OCC)nc2ccccc2c1=O	5	-1	u	-2	-5%	-21%	0	4.5%	0
COc1ccc(CCNC(=O)CCCn2c(=O)c3cccn3c3ccc(F)cc32)cc1OC	4	-12	0%	-7	-4%	0%	2	u	-3
O=C(COC(=O)C1CC2CCCC(C1)C2=O)NC1CCCCC1 (stereo not given)	0	4	0%	1	-4%	3%	-4	-1.8%	-5
Cc1ccc(Cl)cc1N=C(N)N=C(N)N	4	5	6%	-4	-2%	3%	-2	1.9%	-6
Cc1ccc(OCC(=O)Nc2ccc(C(=O)OCc3cc(=O)n4c(C)csc4n3)cc2)cc1	12	-20	2%	7	-1%	0%	0	10%	-1
COc1ccc(/C=N/NC(=O)CCn2cnc(-c3ccccc3)c2-c2ccccc2)cc1OC	5	-20	u	1	-1%	-6%	14	9.3%	-3
O=S(=O)(NCc1ccc2c(c1)OCO2)c1cccc(F)c1	8	-13	-1%	-3	-1%	9%	11	-0.9%	0
O=C(COC(=O)Cc1ccc(Cl)cc1)Nc1ccccc1F	7	-13	-7%	0	-4%	-6%	1	-1.6%	4
CCN(Cc1ccc2c(c1)OCO2)C(=O)CSc1nc(C)nc2sc(C)c(C)c12	3	9	1%	-4	-2%	-29%	6	1.9%	-9
Cc1cccn2c(=O)c(C=O)c(NCc3ccccc3)nc12	1	2	-7%	0	-1%	-11%	4	0.9%	-2
O=C(O)c1ccc(N/N=C/c2ccc(-c3ccccc3Cl)o2)cc1	5	-4	-4%	-11	-8%	0%	5	0.3%	13
Cc1cccc(N2CCN(c3ccc(N4C(=O)CCCC4=O)cc3[N+](=O)[O-])CC2)c1C	2	1	2%	-10	-3%	-20%	6	0.5%	1
CCOc1ccc2nc(N3CCCC(C(=O)Nc4c(C)cccc4C)C3)sc2c1 (stereo not given)	-1	-13	2%	-6	-2%	8%	10	2.2%	-3
COc1ccc(C2CC(=O)N(CC(=O)Nc3cc(C)ccc3C)c3ccccc3S2)cc1 (stereo not given)	0	2	-9%	-1	-1%	-1%	3	-2.3%	0
CNc1nc(-c2ccccc2)nc(-c2ccc(OC)cc2)c1C#N	7	-5	0%	-5	-5%	3%	1	u	0
O=C(c1ccco1)N1CCN(C(=O)C(Sc2ccccc2)c2ccccc2)CC1 (stereo not given)	5	-9	-1%	1	0%	-9%	-11	0.4%	-2
c1ccc(-c2cc(CSc3nc4ccccc4[nH]3)on2)cc1	16	-31*	-13%	1	1%	1%	x	2.4%	-4
Cc1ccc(N(CC(=O)NC2CCCCC2)C(=O)CNC(=O)c2ccco2)cc1C	6	6	2%	-4	-5%	1%	2	2.8%	x
Cc1ccc(NC(=O)CN(C)CC(=O)Nc2ccc(N3CCOCC3)cc2)cc1F	3	-14	1%	-14	-3%	-2%	-2	1.4%	-6
O=C(CN1CCN(c2ccccn2)CC1)Nc1cc(F)ccc1F	0	2	3%	-7	-3%	10%	-18	-2.1%	1
CCCn1nc(C(=O)Nc2cccc(S(=O)(=O)N(C)c3ccccc3)c2)c2ccccc2c1=O	x	x	0%	-3	-5%	0%	x	x	x
c1ccc(-c2nc(NC3CCCC3)c3ccccc3n2)cc1	7	12	0%	-9	-4%	8%	0	-3.5%	-1
CCCSc1ncc(Cl)c(C(=O)Nc2c(C(=O)Nc3ccc(OC)cc3)oc3ccccc23)n1	0	-7	x	-4	x	x	15	1.5%	4
O=C(CCNC(=O)OCC1c2ccccc2-c2ccccc21)NOCc1ccccc1	x	x	-2%	1	-1%	-3%	x	x	x
O=C(NNC(=O)C1CCCN(S(=O)(=O)c2ccc3ccccc3c2)C1)C1CC1 (stereo not given)	0	-4	0%	-4	-3%	-8%	4	-0.9%	-2
COc1ccc(CC(=O)Nc2nn(C)c3nc4c(C)cccc4cc23)cc1	4	-6	0%	1	-2%	7%	-10	-3.3%	4

Sorted by length of the SMILES (descending): some entries from above.
SMILES	D1 ag	D1 antagonist	Vif-APOBEC3G blk	LDHA block	GRP78 ERSR act	Vif-A3F inh	D2 potentiator	RXFP1 ag	D1 PAM
CCCSc1ncc(Cl)c(C(=O)Nc2c(C(=O)Nc3ccc(OC)cc3)oc3ccccc23)n1	0	-7	x	-4	x	x	15	1.5%	4
Cc1ccc(N(CC(=O)NC2CCCCC2)C(=O)CNC(=O)c2ccco2)cc1C	6	6	2%	-4	-5%	1%	2	2.8%	x
O=C(c1ccco1)N1CCN(C(=O)C(Sc2ccccc2)c2ccccc2)CC1 (stereo not given)	5	-9	-1%	1	0%	-9%	-11	0.4%	-2
CCOc1ccc2nc(N3CCCC(C(=O)Nc4c(C)cccc4C)C3)sc2c1 (stereo not given)	-1	-13	2%	-6	-2%	8%	10	2.2%	-3
CNc1nc(-c2ccccc2)nc(-c2ccc(OC)cc2)c1C#N	7	-5	0%	-5	-5%	3%	1	u	0

(list continues)
SMILES	D1 ag	D1 antagonist	Vif-APOBEC3G blk	LDHA block	GRP78 ERSR act	Vif-A3F inh	D2 potentiator	RXFP1 ag	D1 PAM
Cc1ccc2nc(NC(=O)C3CC(=O)N(Cc4ccco4)C3)sc2c1 (stereo not given)	13	2	-8%	6	0%	18%	0	2.6%	-3
COc1cccc2c1cc1c(=O)n(CC(=O)N3CCN(c4ccc(F)cc4)CC3)nc(C)n12	0	5	3%	-10	-4%	7%	2	-0.7%	2
CC(C)(C)NC(=O)c1nc2ccccc2s1	1	8	-1%	-7	-1%	3%	10	0.0%	9
COC(=O)c1cccc(Nc2c3c(nc4ccccc24)CCC3)c1	0	4	u	-5	-6%	-1%	-6	2.3%	-6
Cn1c(SCC(=O)NC2CCCCC2)nnc1-c1ccncc1	7	3	-1%	-4	-2%	-7%	-6	0.9%	x
Clc1nc2nc3n(c2nc1Cl)CCC3	2	-6	-1%	-14	-5%	-8%	3	7.7%	-4
Cc1csc(N2C(=O)C3C4CCC(O4)C3C2=O)n1 (stereo not given)	x	x	-4%	0	-3%	-9%	x	x	x
C/C(=N/NC(=O)CC1N=C(Cc2ccccc2)NNC1=O)c1cccnc1 (stereo not given)	1	-8	1%	-14	-5%	-13%	-7	1.1%	-1
COC(=O)c1c(NC(=O)COc2ccccc2Cl)sc2c1CCC(C(C)(C)C)C2 (stereo not given)	-1	-25	2%	1	-1%	-2%	5	4.7%	0
Cc1cc(NC(=O)CN2CCCC(C)C2)n(-c2nc3ccccc3s2)n1 (stereo not given)	1	-27	0%	-2	-4%	3%	18	6.2%	-6
O=C(CNS(=O)(=O)c1ccc(Br)s1)NCc1ccccc1	1	-16	-2%	-3	1%	-9%	x	0.8%	-11
Cc1ccsc1C1CC(=O)NC2=C1C(=O)CC(C)(C)C2 (stereo not given)	2	-21	-1%	0	-3%	-7%	-10	-0.5%	-3
Cc1cc(C)c(C(=O)Nc2ccccc2)c(SCC(=O)Nc2ccc(Br)cc2C)n1	6	16	-2%	-4	1%	-4%	-11	0.3%	0
CCOc1ccccc1/C=N/NC(=O)c1cccc(S(=O)(=O)N2CCOCC2)c1	3	-13	2%	-4	-8%	-1%	11	0.1%	15
CCOC(=O)c1c(C)[nH]c(CCC(=O)Nc2ccccc2C(=O)OC)c1C	4	15	1%	-8	-2%	-1%	-6	2.9%	-2
O=C(Nc1ccc(F)cc1)c1nc[nH]c1C(=O)Nc1ccc([N+](=O)[O-])cc1	-1	5	-8%	-15	-4%	0%	2	2.1%	-1
CC1=NN(c2ccc(Cl)cc2)C(=O)C1C(c1ccccc1O)c1c(C)[nH]n(-c2ccc(Cl)cc2)c1=O (stereo not given)	10	1	-4%	2	1%	2%	0	-0.1%	10
COCCN(C(=O)CSCC(=O)Nc1ccc(C)cc1)c1c(N)n(CC(C)C)c(=O)[nH]c1=O	2	-2	-1%	-8	-1%	-17%	-1	0.0%	x
O=C(NCc1ccccc1)c1ncn[nH]1	3	1	1%	-2	-6%	0%	-3	-2.6%	2
Cc1ccc(C(=O)Nc2ccccc2C(=O)NC(Cc2c[nH]c3ccccc23)C(=O)O)cc1 (stereo not given)	1	20	-9%	-14	4%	-3%	13	0.4%	2
Cc1ccc(-c2nn(C)c(=O)c3ccccc23)cc1S(=O)(=O)N1CCOCC1	1	-6	-1%	-1&-1	-3%	-3%	-7	1.2%	2
CSC(=NC#N)N1CCN(c2c(C)cccc2C)CC1	3	-6	-2%	-6	0%	-16%	0	2.0%	7
CC(C)(C)c1ccc(C(=O)N2CCCCCC2=O)cc1	2	-5	2%	-7	-14%	-5%	-3	-0.1%	8
CCC(=O)c1ccc(OCC(=O)OCC(=O)N(CCC#N)c2ccc3c(c2)OCCO3)cc1	x	x	-3%	0	3%	0%	x	x	x
O=C(O)CCCCCN1C(=O)/C(=C\c2ccc(-c3ccc(Cl)cc3)o2)SC1=S	7	2	-6%	-1	-1%	u	16	3.4%	-6
C=CCNC(=O)C(=O)c1cccn1-c1ccsc1C(=O)OC	1	-20	1%	-4	-3%	-11%	-7	0.1%	-7
NC(=O)c1ccc(NC(=O)COC(=O)CNC(=O)c2sc3ccccc3c2Cl)cc1	-1	-8	-8%	-2	0%	-3%	0	12%	3
Cc1ccc(Nc2ccc(C(=O)O)cc2N)cc1	2	-26	0%	-12	-2%	-5%	5	-0.8%	-2
COc1ccc(C2C3=C(CC(c4ccco4)CC3=O)Nc3ccccc3N2C(C)=O)cc1 (stereo not given)	1	3	0%	-4	1%	-1%	3	-0.4%	2

Bioassay records (PubChem BioAssay)

An excerpt; count on the stated rates, not on these rows.
